# High-throughput results: PubChem BioAssay, several laboratories
# PvdQ acylase = blocks Pseudomonas aeruginosa PvdQ acylase activity; purified PvdQ acylase, fluorescence plate reader; inhibition, % at 10 µM; 340,000 compounds, 0.063% hits; AID 488965; in the data active = inhibition above about 30%, passing the limit was not always enough;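 note: 0% = vehicle neutral wells and 100% = reference inhibitor wells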
# PfHsp90 set2 = growth inhibition of yeast expressing Plasmodium Hsp90 | S. cerevisiae expressing PfHsp90, BacTiter-Glo ATP, 48 h; yeast lacking PDR1 and PDR3 efflux regulators | inhibition, % at 9.4 µM | 310,000 compounds, 0.32% hits;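 active = every replicate shows inhibition above about 80%, whatever the replicate mean, limit read from the data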;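 note: 0% = DMSO neutral controls and 100% = 20 µM radicicol positive controls; yeast relying on Plasmodium falciparum Hsp90 in place of its own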
# Wnt act = activators of Wnt/beta-catenin signaling. AID 743398. 300,000 compounds, 1.2% hits. Wnt/beta-catenin reporter cell assay, activator, plate reader. activation, % at 9.35 µM; in the data active = activation above about 30%, passing the limit was not always enough;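 note: 0% = neutral control wells and 100% = positive control wells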
# DAGLB inh = blocks human DAGLB lipase activity | inhibition, % at 5.17 µM | Q8NCG7 | HEK293T DAGLB membrane lysate, EnzChek fluorogenic substrate | AID 504411 | 340,000 compounds, 0.059% hits; in the data active = inhibition above about 34%;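 note: 0% = enzyme with vehicle and 100% = wells lacking enzyme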
# Target sequence (Q8NCG7 whole entry, looked up): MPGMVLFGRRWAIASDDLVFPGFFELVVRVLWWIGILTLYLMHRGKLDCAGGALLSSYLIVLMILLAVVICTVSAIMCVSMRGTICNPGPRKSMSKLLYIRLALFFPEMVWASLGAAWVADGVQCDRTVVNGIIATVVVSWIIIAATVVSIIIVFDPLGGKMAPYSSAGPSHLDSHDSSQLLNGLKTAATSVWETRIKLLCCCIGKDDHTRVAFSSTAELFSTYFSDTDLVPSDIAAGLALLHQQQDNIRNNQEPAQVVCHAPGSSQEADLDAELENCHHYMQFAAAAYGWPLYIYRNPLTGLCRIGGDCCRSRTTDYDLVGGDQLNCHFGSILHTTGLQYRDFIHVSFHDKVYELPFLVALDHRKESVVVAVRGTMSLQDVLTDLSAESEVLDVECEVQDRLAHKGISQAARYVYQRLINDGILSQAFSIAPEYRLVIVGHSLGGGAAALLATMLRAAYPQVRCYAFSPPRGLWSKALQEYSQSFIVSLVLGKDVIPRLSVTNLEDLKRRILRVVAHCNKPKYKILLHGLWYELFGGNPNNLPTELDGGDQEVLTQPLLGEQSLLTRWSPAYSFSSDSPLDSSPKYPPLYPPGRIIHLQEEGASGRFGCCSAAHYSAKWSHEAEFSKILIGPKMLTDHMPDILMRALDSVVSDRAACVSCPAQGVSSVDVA
# phage Ecoli inh = E. coli growth loss with phage present; inhibition, % at 11.9 µM; 360,000 compounds, 0.26% hits; growth absorbance; in the data active = inhibition above about 11%
# E coli growth = counter-screen for AddAB inhibitors: E. coli growth inhibition | 330,000 compounds, 0.27% hits | E. coli V3065 growth, OD600 absorbance, 18 h | inhibition, % at 11.9 µM;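 active = inhibition above the campaign's mean inhibition across all tested compounds plus 3 SD, cut at about 9.9% in these data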;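 note: uninfected addAB+ strain grown without phage in ampicillin broth; 0% = DMSO wells and 100% = ciprofloxacin 0.95 µg/ml wells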
# CAL PDZ inh = human CAL PDZ-peptide interaction inhibition. Q9HD26. purified CAL PDZ, TMR-peptide fluorescence polarization, 1 h. inhibition, % at 20 µM. 330,000 compounds, 0.02% hits. AID 504414;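 active = highest replicate inhibition of at least 40%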;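 note: plate controls were DMSO neutral control wells for no effect and unlabeled competitor peptide control wells for full effect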
#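 Read-out basis: mP drop reported as inhibition | Assay system: Tagged CAL PDZ protein CerCALP, purified | Benchmarks: Unlabelled peptide for full inhibition, DMSO wells as neutral | Schedule: 1 h incubation at room temperature before polarization reading | Buffer or medium: Sodium phosphate/NaCl buffer pH 7.4 with TCEP, IgG, Thesit | Doses: Single point, 20 µM | Measured by: Fluorescence polarization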
# AddAB inh = less growth of phage-infected E. coli with AddAB | E. coli expressing H. pylori AddAB, absorbance growth | inhibition, % at 11.9 µM | 330,000 compounds, 0.29% hits; in the data active = inhibition above about 12%;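 note: 0% = vehicle wells of infected cells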
# Tat export inh = E. coli Tat transport inhibition; E. coli MC4100 TorA-mCherry Tat export, fluorescence; inhibition, % at 10 µM; 340,000 compounds, 0.036% hits;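 active = mean replicate inhibition at least 50% and at least half of replicates individually reaching 50%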;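 note: exported cargo escapes ClpAP degradation while cytoplasmic cargo is degraded and loses fluorescence; 0% = median of neutral control wells and 100% = median of NaSCN control wells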
# Rtt109 HAT inh = inhibitors of Candida albicans Rtt109/Vps75 histone acetyltransferase | Q5AAJ8 | purified Rtt109/Vps75, ThioGlo CoA-SH fluorescence, 4 h | inhibition, % at 34.9 µM | 330,000 compounds, 0.16% hits | AID 540336;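 active = inhibition of at least 50% in every replicate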
# Target sequence (Q5AAJ8 whole entry, looked up): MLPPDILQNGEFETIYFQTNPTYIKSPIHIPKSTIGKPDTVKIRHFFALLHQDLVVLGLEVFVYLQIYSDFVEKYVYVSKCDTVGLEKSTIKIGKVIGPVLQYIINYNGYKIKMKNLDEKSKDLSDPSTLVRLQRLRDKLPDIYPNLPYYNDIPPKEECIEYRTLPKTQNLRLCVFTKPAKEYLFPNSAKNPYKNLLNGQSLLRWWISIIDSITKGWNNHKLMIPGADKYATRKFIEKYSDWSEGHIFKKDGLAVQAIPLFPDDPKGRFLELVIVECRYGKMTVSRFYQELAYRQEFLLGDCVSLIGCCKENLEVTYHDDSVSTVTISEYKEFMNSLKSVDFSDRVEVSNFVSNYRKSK
# Starred values were filed as active, the others as inactive; . = not tested or not shown.
1. Cc1nn(CC(=O)N2CCc3ccccc3C2)c(C)c1[N+](=O)[O-]
2. O=C(O)C1CC=CCC1C(=O)NCCc1cccc(Cl)c1 (stereo unspecified)
3. CCN(C(=O)c1ccc(S(=O)(=O)N(C)C)cc1)C(C)C(=O)Nc1ccc(C)cc1 (stereo unspecified)
4. CCOP(=O)(OCC)C(NC(=O)c1ccc(OC)c(OC)c1)c1ccccc1 (stereo unspecified)
5. CC1CCc2sc(C(=O)N/N=C/c3ccc(O)cc3)cc2C1 (stereo unspecified)
6. COCC(C)NC(=O)c1cc(S(=O)(=O)N2CCCCC2)ccc1N1CCOCC1 (stereo unspecified)

Compound	1	2	3	4	5	6
PvdQ acylase	-0.4	-11.9	-14.1	-11.9	-8.1	12.0
PfHsp90 set2	-40.9	1.2	2.8	8.9	9.3	0.9
Wnt act	-1.5	.	-1.6	-0.7	23.7	-1.7
DAGLB inh	-4.0	2.6	-1.8	2.3	-2.0	-2.1
phage Ecoli inh	0.8	.	1.2	2.0	-0.1	0.6
E coli growth	0.2	0.2	-0.5	-0.8	2.8	1.6
CAL PDZ inh	-1.0	-0.5	-3.1	-0.6	-2.1	-0.1
AddAB inh	2.8	-1.2	0.1	3.2	1.0	3.5
Tat export inh	-6.1	-2.4	9.8	6.7	7.0	-10.0
Rtt109 HAT inh	-3.3	3.1	-3.7	1.2	-4.0	20.1

# Compounds 2 to 4 from above:
2. O=C(O)C1CC=CCC1C(=O)NCCc1cccc(Cl)c1 (stereo unspecified)
3. CCN(C(=O)c1ccc(S(=O)(=O)N(C)C)cc1)C(C)C(=O)Nc1ccc(C)cc1 (stereo unspecified)
4. CCOP(=O)(OCC)C(NC(=O)c1ccc(OC)c(OC)c1)c1ccccc1 (stereo unspecified)

Compound	2	3	4
PvdQ acylase	-11.9	-14.1	-11.9
PfHsp90 set2	1.2	2.8	8.9
Wnt act	.	-1.6	-0.7
DAGLB inh	2.6	-1.8	2.3
phage Ecoli inh	.	1.2	2.0
E coli growth	0.2	-0.5	-0.8
CAL PDZ inh	-0.5	-3.1	-0.6
AddAB inh	-1.2	0.1	3.2
Tat export inh	-2.4	9.8	6.7
Rtt109 HAT inh	3.1	-3.7	1.2

# Further entries
7. CCOc1ccc(NC(=O)C(=S)NC2CCCCC2)cc1
8. C=CCN(Cc1nc(-c2ccccc2)no1)C(=O)c1ccc2c(c1)OCO2
9. COc1cccc(COC(=O)C2CC(=O)N(Cc3ccc(C)cc3)C2)c1OC (stereo unspecified)
10. Fc1cccc(-c2nn[nH]n2)c1
11. Cc1ccc(F)c(C2C3C=CCC(c4cccc(-c5ccc(N(C)C)cc5)c4)C3C(=O)N2Cc2ccccc2)c1 (stereo unspecified)
12. Cn1c(=O)c(=O)n(C)c2cc(S(=O)(=O)N3CCC(Cc4ccccc4)CC3)ccc21

Compound	7	8	9	10	11	12
PvdQ acylase	-3.4	-16.8	-16.0	-7.2	-25.2	-15.8
PfHsp90 set2	2.8	41.4	0.7	.	.	-195.2
Wnt act	-1.1	-1.9	0.8	-4.1	-3.5	.
DAGLB inh	-7.4	-5.4	-3.9	-0.5	-11.1	0.5
phage Ecoli inh	3.4	-0.6	-2.9	0.6	1.8	1.7
E coli growth	1.2	-1.2	-1.2	1.0	-0.2	-0.5
CAL PDZ inh	-0.4	-1.4	-3.4	-0.4	0.1	-0.6
AddAB inh	2.3	3.9	-0.3	2.1	4.5	2.5
Tat export inh	0.2	0.2	6.3	0.5	1.1	-8.7
Rtt109 HAT inh	0.3	1.6	3.0	-0.2	0.2	-20.7

13. Cc1ccc(OCc2ccc(C(=O)Nc3nc4ccccc4n3C)o2)c([N+](=O)[O-])c1
14. COc1cccc(CNC(=O)CCC2CCCN(C(=O)C3CCOCC3)C2)c1 (stereo unspecified)
15. O=C(CCN1C(=O)C2C3C=CC(C3)C2C1=O)N1CCN(c2ccccc2Cl)CC1 (stereo unspecified)
16. COc1ccccc1Nc1nc(N)nc(CN2CCN(Cc3ccccc3)CC2)n1
17. CCOc1ccc(NC(=O)CSc2nnc(Cc3cccn3C)n2-c2ccc(OC)cc2)cc1
18. COCC(=O)NC1CCN(S(=O)(=O)c2cccc(C(C)=O)c2)CC1

Compound	13	14	15	16	17	18
PvdQ acylase	1.5	-14.2	-5.7	-8.6	-9.1	0.7
PfHsp90 set2	-1.7	11.7	.	.	.	-16.9
Wnt act	0.9	-1.1	.	.	0.9	0.0
DAGLB inh	-1.4	-0.3	1.4	1.9	-2.1	-2.6
phage Ecoli inh	1.5	0.8	1.2	-1.5	.	3.7
E coli growth	-2.5	-2.1	-3.0	-2.7	0.7	-1.1
CAL PDZ inh	0.5	0.0	1.1	-2.5	-0.3	-3.4
AddAB inh	1.5	-0.8	1.6	-0.5	-0.3	1.4
Tat export inh	5.3	-4.0	0.8	9.3	3.2	-7.4
Rtt109 HAT inh	11.6	-14.9	-7.5	.	-11.8	2.3

19. CCN(CC)S(=O)(=O)c1ccc2c(c1)c(=O)c(C(=O)N1CCc3ccccc3C1)cn2C
20. CCN(CC)S(=O)(=O)c1ccc2nc(NC(=O)c3cccs3)sc2c1
21. Cc1cc(C)c(-c2cc(NC(=O)CSc3nncn3C)n(-c3ccccc3)n2)cc1C
22. CCC(=O)N1CCc2cc(Br)cc(S(=O)(=O)NCC3CCCO3)c21 (stereo unspecified)
23. CCOCCc1nnc(NC(=O)CS(=O)(=O)c2ccc(C)cc2)s1
24. CC(C)c1ccc(OCC(=O)Nc2ccc(OC(F)(F)F)cc2)cc1

Compound	19	20	21	22	23	24
PvdQ acylase	-14.7	19.9	-13.8	-5.8	-18.8	4.1
PfHsp90 set2	34.5	6.0	-28.2	1.8	6.8	11.6
Wnt act	-5.4	.	.	-6.4	-5.8	.
DAGLB inh	0.5	1.8	-1.8	-2.1	-2.8	-18.5
phage Ecoli inh	3.9	4.6	1.6	3.4	-0.3	0.0
E coli growth	2.3	-2.7	-0.3	0.6	-1.7	0.8
CAL PDZ inh	0.1	-4.5	-0.6	-4.0	0.0	-0.1
AddAB inh	2.6	-0.4	-0.8	2.1	2.0	1.4
Tat export inh	-4.3	-2.9	0.3	-4.0	-1.3	-2.0
Rtt109 HAT inh	-5.9	1.4	6.6	0.9	2.9	-0.5

25. CCCCCCCCCOC(=O)C1N2C(=O)[C@@H](NC(=O)COc3ccccc3)[C@H]2SC1(C)C (stereo partly specified)
26. CCOC(=O)C1CCCN(c2c(NCCc3cccc(C)c3)c(=O)c2=O)C1 (stereo unspecified)
27. COc1cc(CNCc2ccc3c(c2)OCO3)c([N+](=O)[O-])cc1OC
28. CCN1CCN(Cc2ccc(OC)c(OCc3ccccc3)c2)CC1
29. CCOC(=O)CNS(=O)(=O)c1cc(-c2nn(C)c(=O)c3ccccc23)ccc1C
30. COc1ccc2c(c1)-c1nc(/N=C/c3ccc(O)cc3)sc1CC2

Compound	25	26	27	28	29	30
PvdQ acylase	-7.9	-13.7	-11.5	-18.1	6.1	-10.1
PfHsp90 set2	.	-19.0	10.0	.	-1.4	-13.8
Wnt act	1.6	3.2	1.5	.	.	.
DAGLB inh	-14.8	-3.8	-0.6	-2.2	4.6	-2.2
phage Ecoli inh	2.8	-1.6	2.6	2.9	2.8	0.4
E coli growth	-2.2	0.2	1.4	-0.2	0.1	1.3
CAL PDZ inh	0.6	-0.8	-0.8	-0.7	-4.5	-2.6
AddAB inh	1.9	-0.3	5.1	0.3	0.8	0.3
Tat export inh	2.9	-4.3	-3.4	-3.2	-5.2	-5.8
Rtt109 HAT inh	6.4	-2.0	-9.2	1.4	-3.1	11.9

31. O=C(NC1CCCCC1)c1cc(-c2ccc(Cl)cc2)on1
32. O=C(NCc1cccs1)C1CCCN1C(=O)Nc1ccccc1 (stereo unspecified)
33. CCc1nnc(NC(=O)CN2CCN(Cc3ccccc3Cl)CC2)s1
34. CC1=C(C(N)=O)C(c2cccc(OCc3ccccc3)c2)n2nnnc2N1 (stereo unspecified)
35. Cc1cc(C(C)(C)C)oc1C(=O)O
36. CCCCn1c(N)c(N(CC(C)C)C(=O)CSCc2ccc(Cl)c(Cl)c2)c(=O)[nH]c1=O

Compound	31	32	33	34	35	36
PvdQ acylase	-4.3	1.1	-14.3	7.1	-13.5	0.3
PfHsp90 set2	7.0	-11.4	3.0	5.4	-9.2	2.1
Wnt act	9.5	.	0.4	.	-0.7	-0.5
DAGLB inh	-0.8	-0.1	0.5	-0.7	0.7	7.4
phage Ecoli inh	-4.5	1.9	2.5	1.3	2.0	-1.8
E coli growth	0.1	2.0	-1.3	0.8	0.5	1.6
CAL PDZ inh	-2.2	-1.3	-12.3	-0.3	0.7	-2.0
AddAB inh	3.0	0.7	-0.2	4.4	0.4	-0.8
Tat export inh	11.6	-5.1	-2.2	-3.3	-12.6	-4.4
Rtt109 HAT inh	10.5	-9.0	0.6	-2.1	-3.8	20.0

37. Cc1c(-c2ccccc2)cnc2c(C)cccc12
38. Cc1ccc(CNC(=O)CNS(=O)(=O)c2ccc3c(c2)C(C)(C)C(=O)N3C)cc1
39. O=C(CSc1ncnc2nc[nH]c12)c1ccc(Cl)cc1
40. CCCNC(=O)Nc1ccc(NC(C)=O)cc1
41. Cc1ccc(CN2CCNC(=O)C2CC(=O)NCCCn2cccn2)o1 (stereo unspecified)
42. COC(=O)CSc1nc2ccccn2c(=O)c1C=O

Compound	37	38	39	40	41	42
PvdQ acylase	-17.2	-1.6	-15.3	-5.9	-12.1	-9.3
PfHsp90 set2	3.0	16.0	2.1	1.9	.	2.6
Wnt act	14.8	24.8	6.5	-1.2	4.4	2.7
DAGLB inh	-12.5	2.3	2.4	2.0	0.2	2.2
phage Ecoli inh	0.7	2.7	5.1	2.5	0.3	2.4
E coli growth	1.2	1.3	5.2	-1.6	-0.4	0.2
CAL PDZ inh	-3.3	-1.0	-0.4	-1.9	0.1	0.1
AddAB inh	-0.2	0.3	19.6*	2.3	1.0	0.3
Tat export inh	-6.9	-4.3	0.0	-4.5	2.6	-1.1
Rtt109 HAT inh	7.0	1.9	2.6	.	-0.8	2.7

43. CCC(C)[C@H](NC(=O)OC(C)(C)C)C(=O)N/N=C/C1=Cc2ccccc2OC1 (stereo partly specified)
44. COc1ccc(OCCNC(=O)C(Cc2c[nH]c3ccccc23)NC(C)=O)cc1 (stereo unspecified)
45. COc1ccc(NC(=O)C2CCCN(S(=O)(=O)c3cccnc3)C2)c(OC)c1 (stereo unspecified)
46. O=C1C2CCCN2C(=O)N1CCN1CCN(c2cccc(C(F)(F)F)c2)CC1 (stereo unspecified)
47. CC(C)(C)OC(=O)CC12CCCCC1NC(=O)O2 (stereo unspecified)
48. CCN(Cc1ccccc1)Cc1nc(CCc2ccccc2)no1

Compound	43	44	45	46	47	48
PvdQ acylase	-11.8	-2.1	7.9	-5.8	-8.5	-12.3
PfHsp90 set2	.	.	13.9	-8.8	-18.5	-15.2
Wnt act	-1.4	-0.1	1.1	0.8	-1.9	3.9
DAGLB inh	-3.1	-1.8	-0.3	2.3	0.6	-15.3
phage Ecoli inh	4.7	3.4	-0.8	2.1	0.6	2.9
E coli growth	0.2	-0.8	2.2	.	-0.4	-1.3
CAL PDZ inh	-0.3	-1.0	0.0	0.9	-0.1	-2.3
AddAB inh	1.9	-1.8	3.6	.	-0.6	0.0
Tat export inh	4.4	0.6	-0.1	1.8	0.4	7.1
Rtt109 HAT inh	-9.6	-2.7	-2.0	-1.8	-7.1	-22.8
